Compound activity (PubChem)
FN deposit inh = fibronectin deposition inhibition; AH1F fibroblasts, Alexa488-fibronectin deposition fluorescence, overnight; inhibition, % at 12.6 µM; hit rate 0.086% among 350,000; AID 743247;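 active = mean inhibition across replicates of 30% or more, regardless of how many single replicates reach that level; inconclusive = mean under 30% yet at least half of replicates reach 30%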;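 note: positive control wells lacked labelled fibronectin entirely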
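Test system: AH1F fibroblast monolayer depositing Alexa488-labelled fibronectin into matrix. Input: 10000 cells per well. Technique: fluorescence, ex 485 nm, em 525 nm. Buffer or medium: DMEM plus 2% serum, read in PBS. Timing: 1 h cell adhesion before compound, then overnight fibronectin incubation. Compound: single dose, pinned. Read-out basis: inhibition from reduced deposited-fibronectin fluorescence.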
Statin myotox sup = suppression of simvastatin myotoxicity; hit rate 0.78% among 330,000; rescue of ATP level, % at 7.49 µM; C2C12 myotubes + simvastatin, ATP luminescence, 48 h; scaled: DMSO 0, geranylgeraniol control 100;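 active = mean ATP rescue above about 67%, or every replicate alone reaching that limit, limit read from the data, passing the limit was not always enough; inconclusive = no clear call, values can overlap the other calls; inactive = mean under the limit and some replicate under it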;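 note: myotubes were challenged with 10 µM simvastatin during compound exposure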
S100A4 inh HTS = blocks human S100A4 binding to myosin IIA peptide | AID 652163 | S100A4/TAMRA-MyoIIA peptide fluorescence polarization | hit rate 0.14% among 360,000 | inhibition, % at 10.7 µM;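 active = mean inhibition of at least 70% across replicates, with every replicate also reaching that level; inconclusive = mean inhibition reaches 70% but some replicates fall short; inactive = mean inhibition below 70%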
Target sequence (P26447 whole entry, looked up): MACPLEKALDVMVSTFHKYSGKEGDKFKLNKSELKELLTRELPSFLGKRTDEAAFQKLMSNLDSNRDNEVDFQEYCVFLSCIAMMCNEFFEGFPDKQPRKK
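Compound dosing: one dose per compound; test system: human S100A4 monomer with TAMRA-labelled myosin IIA peptide; probe or stimulus: TAMRA-labelled myosin IIA heavy-chain peptide probe, 5 nM; medium: HEPES buffer with Ca2+, pH 7.2; schedule: 5 min incubation before reading; benchmarks: neutral control DMSO, positive control TFP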
LGR2 inh = Drosophila LGR2 receptor signaling inhibition. AID 720647. inhibition, % at 9.99 µM. hit rate 0.35% among 380,000. HEK293 LGR2, CRE-luciferase, bursicon-stimulated, 4 h;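 active = drop in luminescence signal, shown as inhibition above about 50% in the replicate tests, limit read from the data, passing the limit was not always enough; inconclusive = probably only some replicates passing the limit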;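 note: agonist challenge used bursicon conditioned medium at about half maximal strength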
CASP6 VEID inh = inhibitors of human caspase-6; inhibition, % at 12.5 µM; purified caspase-6, Z-VEID-R110 cleavage fluorescence; P55212; hit rate 0.53% among 350,000; AID 686996;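 active = mean inhibition across replicates at least about 35%, with every replicate also reaching that limit, limit read from the data; inconclusive = only one of the two criteria met; inactive = neither criterion met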;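 note: 0% = median of neutral control wells and 100% = no fluorescence left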
Target sequence (P55212 24-179 limits assumed): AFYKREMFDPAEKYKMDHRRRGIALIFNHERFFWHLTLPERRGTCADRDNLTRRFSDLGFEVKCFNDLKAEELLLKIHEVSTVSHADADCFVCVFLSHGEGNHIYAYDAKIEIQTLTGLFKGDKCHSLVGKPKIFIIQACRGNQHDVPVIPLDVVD
Target sequence (P55212 194-293 limits assumed): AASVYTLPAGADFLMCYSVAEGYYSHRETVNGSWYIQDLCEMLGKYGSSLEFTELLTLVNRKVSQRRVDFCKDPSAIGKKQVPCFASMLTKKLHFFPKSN
esBAF inh = inhibitors of esBAF chromatin remodeling in mouse ES cells. Bmi1-luciferase knock-in reporter, 24 h; 100% = twice the neutral-well signal. reporter increase, % at 12.5 µM. hit rate 2% among 350,000. AID 602393; in the data active = activation above about 40%; inconclusive = no clear call, values can overlap the other calls;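 note: 0% = median of the plate's neutral control wells and 100% = double that signal; a rise in the Bmi1 reporter signal indicates esBAF inhibition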
SIRT5 inh = inhibitors of human sirtuin-5 desuccinylase. Q9NXA8. Purified SirT5, succinyl-peptide AMC, trypsin-coupled fluorescence. inhibition, % at 15 µM. hit rate 1.1% among 330,000; in the data active = inhibition above about 15%; inconclusive = no clear call, values can overlap the other calls
Target sequence (Q9NXA8 whole entry, looked up): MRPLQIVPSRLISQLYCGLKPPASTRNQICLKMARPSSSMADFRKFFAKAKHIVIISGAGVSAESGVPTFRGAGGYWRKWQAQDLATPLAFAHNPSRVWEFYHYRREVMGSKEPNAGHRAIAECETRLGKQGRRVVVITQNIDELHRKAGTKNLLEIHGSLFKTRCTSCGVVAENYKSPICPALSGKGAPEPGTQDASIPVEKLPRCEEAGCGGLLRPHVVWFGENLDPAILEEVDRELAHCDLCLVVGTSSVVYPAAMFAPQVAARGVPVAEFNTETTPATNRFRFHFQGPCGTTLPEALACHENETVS
* = called active by the depositor; ? = inconclusive; . = not tested or not shown; & = joins results of further samples. Not all compounds are listed; the hit share may differ from the screen's.

SMILES	FN deposit inh	Statin myotox sup	S100A4 inh HTS	LGR2 inh	CASP6 VEID inh	esBAF inh	SIRT5 inh
COc1ccc(NC(=O)CN2C(=O)NC3(CCCCCCC3)C2=O)cc1	1	-20	0	12	2	-2	0
CN(C)CCN1CCN(C2CN(Cc3cn(Cc4ccccc4C(F)(F)F)nn3)S(=O)(=O)C2)CC1 (stereo not drawn)	-8	1	0	11	-55	2	21*
COc1ccc(CNC2CC(=O)N(C)C2=O)cc1 (stereo not drawn)	.	3	.	-4	.	-5	.
COc1cccc(NC(=O)Nc2ccc3c(c2)C(=O)N(C)C[C@H](OC)[C@@H](C)CN(C)[C@@H](C)CO3)c1	1	-8	2	2	2	1	2
O=C(C[C@@H]1CC[C@H]2[C@@H](COC[C@@H](O)CN2S(=O)(=O)c2ccccc2)O1)Nc1ccccc1	-4	5	2	-12	-1	2	-3
O=C(NCCN1CCCC1)[C@@H]1[C@@H](CO)[C@@H]2Cn3c(cccc3=O)[C@@H]2N1C(=O)c1ccccc1	.	3	3	-2	-2	1	-1
Oc1ccc[n+](CCCCC[n+]2cccc(O)c2)c1	1	6	-7	-2	-17	-4	0
C[C@@H]1CN([C@H](C)CO)C(=O)c2cccc(NC(=O)c3nc4ccccc4s3)c2O[C@@H]1CN(C)C(=O)NC1CCCCC1	12	40	29	-20	-1	1	34*
Cc1sc2ncn(CC(=O)NCCCOC(C)C)c(=O)c2c1S(=O)(=O)N1CCN(c2ncccn2)CC1	9	.	-2	-21	-1	.	4
CC(=O)N1CCN(CC(=O)Nc2ccc(Cl)c(S(=O)(=O)N(C)C)c2)CC1	2	.	-1	-4	1	.	-2
NC12CCc3c(no[n+]3[O-])C1(O)CC(c1ccccc1)=[N+]2[O-] (stereo not drawn)	.	2	8	13	29	-14	1
COc1ccc(N=c2sc3ccccc3n2C)cc1	-4	-12	.	.	.	38	.
CNC(=O)C[C@H]1CC[C@@H]2[C@H](COC[C@@H](O)CN2S(=O)(=O)c2ccccc2Cl)O1	3	-10	5	-4	0	-2	-2
Cc1noc(C)c1S(=O)(=O)Nc1ccc2c(c1)C(=O)N([C@H](C)CO)C[C@H](C)[C@H](CN(C)Cc1ccc(C(F)(F)F)cc1)OCCCC[C@H](C)O2	.	.	16	-30	2	3	13
O=C(C[C@H]1C=C[C@H](NC(=O)C2CC2)[C@H](CO)O1)NCCc1cscn1	-20	.	-6	-2	0	.	2
O=C(NC1CCCCC1)N1CC(=O)N2[C@H](C1)[C@@H](c1ccc(/C=C/c3ccccc3)cc1)[C@@H]2CO	-6	.	1	-6	2	.	-1
COCC(=O)Nc1cccc(Br)c1	12	-11	.	.	.	1	.
CCOC(=O)N1CCN(CCC(=O)Nc2cccc(Br)c2)CC1	-7	6	.	.	.	11&5	.
CC1(Oc2cccnc2Cl)CCN(Cc2ccc(OC(F)(F)F)cc2)C1 (stereo not drawn)	-5	-23	4	-3	5	-5	-2
O=C(C[C@H]1CC[C@H]2[C@@H](COC[C@@H](O)CN2C(=O)c2ccccc2)O1)NCc1cccc(F)c1	-6	-2	-7	11	3	-3	-3
N#C[C@H]1[C@@H](c2ccc(C#Cc3ccccc3F)cc2)[C@H](CO)N1C(=O)C1CC1	5	-40	13	-19	-1	1	-1
COc1ccc(C(=O)CCN2CCCCCC2)cc1	.	-2	-9	8	-4	0	1
CC(C)C#Cc1cnc2c(c1)C(=O)N([C@@H](C)CO)C[C@H](C)[C@@H](CN(C)C(=O)c1ccccn1)O2	-5	-10	1	-7	0	0	-3
Cc1noc(C)c1-c1ccc(C(=O)NCc2ccccc2)c2occc12	4	26	-2	-25	0	18	-2
C[C@@H]1CN([C@@H](C)CO)C(=O)c2ccccc2-c2ccccc2CO[C@@H]1CN(C)Cc1cccc(C(F)(F)F)c1	-2	.	14	21	-2	.	5
C[C@H](CO)N1C[C@H](C)[C@H](CN(C)C(=O)NC2CCCCC2)OCCCC[C@H](C)Oc2ccc(NC(=O)NC3CCCCC3)cc2C1=O	-1	.	-7	39	1	6	5
COc1ccc(NC(=O)Nc2ccc3c(c2)C(=O)N([C@@H](C)CO)C[C@H](C)[C@@H](CN(C)Cc2ccc(-c4ccccc4)cc2)O3)cc1	.	-50	13	22	1	2	10
O=S(OCCN1CCOCC1)C(c1ccccc1)c1ccccc1 (stereo not drawn)	.	1	-9	-4	-2	0	-15
COc1ccccc1-c1cn(CC[C@H]2CC[C@H](NC(=O)NC(C)C)[C@@H](CO)O2)nn1	7	1	28	7	-1	5	0
CCOc1ccc(CNC(=O)C2CCCN(S(=O)(=O)N3CC(C)CC(C)C3)C2)cc1OC (stereo not drawn)	-11	10	-1	0	-2	-4	-2

Single entries from the results shown:
Under Statin myotox sup, CCOC(=O)N1CCN(CCC(=O)Nc2cccc(Br)c2)CC1 shows 6
Under S100A4 inh HTS, O=C(C[C@H]1CC[C@H]2[C@@H](COC[C@@H](O)CN2C(=O)c2ccccc2)O1)NCc1cccc(F)c1 shows -7
Under FN deposit inh, CC(C)C#Cc1cnc2c(c1)C(=O)N([C@@H](C)CO)C[C@H](C)[C@@H](CN(C)C(=O)c1ccccn1)O2 shows -5
Under CASP6 VEID inh, C[C@H](CO)N1C[C@H](C)[C@H](CN(C)C(=O)NC2CCCCC2)OCCCC[C@H](C)Oc2ccc(NC(=O)NC3CCCCC3)cc2C1=O shows 1
Under CASP6 VEID inh, O=C(NC1CCCCC1)N1CC(=O)N2[C@H](C1)[C@@H](c1ccc(/C=C/c3ccccc3)cc1)[C@@H]2CO shows 2

Other results follow.
SMILES	FN deposit inh	Statin myotox sup	S100A4 inh HTS	LGR2 inh	CASP6 VEID inh	esBAF inh	SIRT5 inh
COc1ccc(CCNC(=O)CSc2nc3[nH]ncc3c(=O)n2-c2ccc(C)c(Cl)c2)cc1OC	.	.	-2	22	1	.	-4
CCOc1ccc2nc(NC(=S)NCc3ccccc3)sc2c1	-2	-46	.	-17	.	9	.
C[C@@H]1CN([C@@H](C)CO)C(=O)c2cc(NC(=O)Cc3ccccc3)ccc2O[C@@H]1CN(C)C(=O)Nc1ccc(C(F)(F)F)cc1	.	4	-35	0	3	2	-1
C[C@H](CO)N1C[C@H](C)[C@H](CN(C)S(C)(=O)=O)OCc2cnnn2CCCC1=O	3&4	1&-13	-1&6	0	4&-2	6&-1	0&14
Cc1ccc(S(=O)(=O)N(C)C[C@H]2OCCCC[C@H](C)Oc3ccc(N(C)C)cc3C(=O)N([C@@H](C)CO)C[C@@H]2C)cc1	-11	4	10	13	-1	6	2
CN(Cc1cn(-c2ccccc2)nc1-c1ccc(Cl)cc1)C(=O)CCC(=O)O	2	.	-8	3	-2	.	-1
C[C@@H]1CN([C@@H](C)CO)C(=O)c2cc(NC(=O)CCN3CCOCC3)ccc2O[C@@H]1CN(C)S(=O)(=O)c1ccc(Cl)cc1	.	21	-4	15	1	2	-3
Cc1cn([C@H]2C[C@H](O)[C@@H](/C=C/C(=O)NCCc3ccc(S(N)(=O)=O)cc3)O2)c(=O)[nH]c1=O	2	-1	4	12	5	-7	-7
C[C@@H]1CN([C@@H](C)CO)C(=O)Cc2cc(NC(=O)Cc3ccccc3)ccc2O[C@H]1CN(C)S(C)(=O)=O	.	-12	-41	4	2	7	-1
O=C1CN(S(=O)(=O)Cc2ccccc2)C[C@@H]2[C@@H](c3ccc(C#CC4CC4)cc3)[C@@H](CO)N12	0	.	14	2	-1	.	-9
COc1ccc(C2OCC3(CO2)SC(=O)NC3=O)cc1OC (stereo not drawn)	.	1	46	-17	3	-5	-10
c1ccc2sc(NC3=NCN(CC4CCCO4)CN3)nc2c1 (stereo not drawn)	-5	.	-1	-24	1	.	2
CCc1cc2c(-c3ccccc3)cc(=O)oc2c(CN2CCOCC2)c1O	1	-23	.	.	.	1	.
COC(=O)c1ccc(C(=O)OC)c(NC(=O)N2c3ccccc3Sc3ccccc32)c1	.	-5	-12	-7	1	2	1
O=C(CCCCn1c(=O)[nH]c2ccccc2c1=O)N1CCN(c2ncccn2)CC1	2	-13	-30	4	-3	-5	0
C=CCNC(=O)N1CCC(n2nccc2NC(=O)CCCc2ccccc2)CC1	5	13	-7	-4	4	-5	-1
C=CCN1C(=O)N/C(=C/c2ccc(C)o2)C1=O	1	.	-3	.	21	.	-1
CC(C)(C)c1ccc(OCCCN2CCCC2)cc1	8	-1	-2	.	-29	8	6
CN(C)CCN(C(=O)c1ccc(S(=O)(=O)N(C)c2ccccc2)cc1)c1nc2ccc(Cl)cc2s1	5	1	-3	-5	-4	9	-3
C[C@H]1CN([C@@H](C)CO)C(=O)Cc2cc(NS(=O)(=O)c3ccc(F)cc3)ccc2O[C@H]1CN(C)Cc1ccccc1	-5	?	3	-20	0	2	6
O=C(C[C@@H]1CC[C@H](NC(=O)c2ccncc2)[C@H](CO)O1)NCCc1ccncc1	9	-3	0	-7	2	-6	1
Cc1cccc(S(=O)(=O)N2C[C@H]3[C@@H](c4ccccc42)[C@@H](CO)N3CC2CCOCC2)c1	.	26	5	-5	3	2	1
C[C@@H]1CN([C@H](C)CO)C(=O)c2cc(Br)cnc2O[C@@H]1CN(C)Cc1ccccc1	.	-8	-4	10	3	2	2
CCOc1ccccc1NC(=S)NCc1ccccc1	2	-10	-2	-1	0	0	-2
COc1ccc(CNC[C@H]2O[C@@H](n3ccc(=O)[nH]c3=O)[C@H](O)[C@@H]2O)cc1	-8	6	-5	-20	3	1	-1
O=C(COc1ccc(Cl)cc1)NCCCNC(=O)c1cnccn1	-3	-10	-4	10	0	2	-3
CCCCC(=O)NC(c1cccs1)c1cc(Cl)c2cccnc2c1O (stereo not drawn)	23	.	0	32	0	.	0
COc1ccc(C2=NN(C(=O)CCC(=O)O)C(c3cccs3)C2)cc1OC (stereo not drawn)	3	.	-2	-10	0	.	-6
Nc1nc(-c2ccc(Cl)cc2)nn1C(=O)c1cccnc1	.	-17	.	-16	.	6	.
O=C(CC1CC1)N1CC(=O)N2[C@H](CO)[C@H](c3ccc(-c4cccnc4)cc3)[C@H]2C1	.	.	-21	3	0	.	-6
Cc1ccc(NC(=O)COC(=O)CNC(=O)c2ccc(Cl)cc2Cl)cc1S(=O)(=O)N1CCOCC1	-2	20	-3	-5	-2	-7	-4
COc1ccc(C(=O)OCC(=O)Nc2sccc2C(N)=O)cc1OC	-3	-9	3	-24	1	17	1

5 compounds picked at random from the list so far:
SMILES	FN deposit inh	Statin myotox sup	S100A4 inh HTS	LGR2 inh	CASP6 VEID inh	esBAF inh	SIRT5 inh
C=CCN1C(=O)N/C(=C/c2ccc(C)o2)C1=O	1	.	-3	.	21	.	-1
O=C(C[C@@H]1CC[C@H](NC(=O)c2ccncc2)[C@H](CO)O1)NCCc1ccncc1	9	-3	0	-7	2	-6	1
O=C(COc1ccc(Cl)cc1)NCCCNC(=O)c1cnccn1	-3	-10	-4	10	0	2	-3
C=CCNC(=O)N1CCC(n2nccc2NC(=O)CCCc2ccccc2)CC1	5	13	-7	-4	4	-5	-1
Cc1ccc(NC(=O)COC(=O)CNC(=O)c2ccc(Cl)cc2Cl)cc1S(=O)(=O)N1CCOCC1	-2	20	-3	-5	-2	-7	-4
